JMJD2E inh: qHTS Assay for Inhibitors of Human Jumonji Domain Containing 2E (JMJD2E). JMJD2E catalytic domain, FDH-coupled NADH fluorescence (FDH is formaldehyde dehydrogenase). Potency, µM (doses to about 57.1 µM), for the others: at the top dose activity change, negative = inhibition, most hits filed as inhibitors. Lysine-specific demethylase 4E (Homo sapiens), B2RXH2. actives 1.6% (n = 230,000); active = well fitted inhibition curve with a large enough effect, not every such curve was filed as active; inconclusive = small, poorly fitted or top-dose-only effect, or another doubt; inactive = no such curve, though single readings can be large or run the other way;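 also: 0% = wells with enzyme and -100% = buffer wells without enzyme; nearly all actives have a fitted effect of over 50% in size; many of its hits are not listed in these tables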
RECQ1 inh: qHTS Assay for Inhibitors of RecQ-Like Dna Helicase 1 (RECQ1). Potency, µM (titrated, usually from 57.3 µM), inactives show at the highest dose activity, negative = inhibition, hits mostly inhibitors. RECQ1 DNA unwinding, red fluorescence kinetic read. AID 2549, 2010. ATP-dependent DNA helicase Q1 (Homo sapiens), P46063. actives 0.54% (n = 240,000);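 also: plate controls were vehicle for no effect and no enzyme for full effect; nearly all actives have a fitted effect of over 30% in size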
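RECQ1T1 50 nM; forked duplex (20 bp + 30-nt ss tails) 200 nM, ATP 2 mM final; pH 8.0, 2 mM MgCl2, 2.5 ug/ml poly(dI-dC); 15 min compound preincubation; discontinuous kinetic read over 2 h at RT.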
L3MBTL1 inh: qHTS Assay for the Inhibitors of L3MBTL1 | AID 485360, 2010 | actives 0.66% (n = 230,000) | AlphaScreen L3MBTL1–H3K9me1 peptide binding | Potency, µM (top dose mostly 57.1 µM), inactives show at the top dose activity, negative = inhibition, most hits filed as inhibitors; also: % is scaled to controls: 0 for no effect and ±100 for the full control effect; nearly all actives have a fitted effect of over 60% in size
Target sequence (Q9Y468 whole entry, looked up): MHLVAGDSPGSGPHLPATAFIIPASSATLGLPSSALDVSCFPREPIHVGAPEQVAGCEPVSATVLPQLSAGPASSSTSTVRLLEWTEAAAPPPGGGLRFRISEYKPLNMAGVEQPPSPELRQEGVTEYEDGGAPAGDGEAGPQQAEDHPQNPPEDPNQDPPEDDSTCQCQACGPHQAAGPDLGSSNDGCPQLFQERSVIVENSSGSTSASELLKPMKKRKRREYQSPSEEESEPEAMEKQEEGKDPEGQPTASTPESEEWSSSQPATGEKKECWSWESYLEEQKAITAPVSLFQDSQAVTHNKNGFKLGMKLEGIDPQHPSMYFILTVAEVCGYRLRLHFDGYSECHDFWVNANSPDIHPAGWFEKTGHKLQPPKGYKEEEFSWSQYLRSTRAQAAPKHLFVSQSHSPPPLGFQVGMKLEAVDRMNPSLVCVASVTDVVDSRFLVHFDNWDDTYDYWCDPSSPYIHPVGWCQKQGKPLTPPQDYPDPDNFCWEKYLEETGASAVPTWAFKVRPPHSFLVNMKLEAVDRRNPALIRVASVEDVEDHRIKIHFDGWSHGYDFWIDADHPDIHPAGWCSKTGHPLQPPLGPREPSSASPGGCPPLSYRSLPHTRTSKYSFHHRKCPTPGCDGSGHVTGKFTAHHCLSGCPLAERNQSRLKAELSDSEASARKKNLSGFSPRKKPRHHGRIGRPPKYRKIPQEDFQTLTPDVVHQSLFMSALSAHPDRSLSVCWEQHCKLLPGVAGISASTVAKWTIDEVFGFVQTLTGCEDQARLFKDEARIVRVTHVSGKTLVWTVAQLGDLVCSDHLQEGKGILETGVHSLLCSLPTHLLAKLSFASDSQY
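AlphaScreen assay: L3MBTL1 (50 nM final) was preincubated 30 min at room temperature with biotinylated H3(1-15)K9me1 peptide (75 nM final), then 30 min with library compounds; streptavidin donor and nickel chelate acceptor beads (10 ug/mL final) added, 30 min dark.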
Tau ThT inhib: qHTS for Inhibitors of Tau Fibril Formation, Thioflavin T Binding; Microtubule-associated protein tau (Homo sapiens), P10636; recombinant tau K18 P301L, heparin-induced fibrillization, ThT fluorescence; actives 2.1% (n = 270,000); Potency, µM (doses to about 57.4 µM), inactives show at the highest dose activity, negative = inhibition, usual class: inhibitors; also: % is scaled to controls: 0 for no effect and ±100 for the full control effect; nearly all actives have a fitted effect of over 55% in size
Target sequence (P10636 561-689 P618L limits assumed): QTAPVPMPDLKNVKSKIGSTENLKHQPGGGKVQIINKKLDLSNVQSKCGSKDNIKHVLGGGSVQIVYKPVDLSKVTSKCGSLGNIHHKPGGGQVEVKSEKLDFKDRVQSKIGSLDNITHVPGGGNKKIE
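Fibril formation assay: tau K18 P301L at 15 uM with trace Alexa 594 label, heparin inducer 20 uM, pH 7 sodium acetate buffer, 37 C for 6 hr; endpoint ThT signal.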
KinaseGlo FLuc: Counterscreen for Luciferase (Kinase-Glo TM) Inhibition | Kinase-Glo luciferase, ATP luminescence, 8 min | Luciferin 4-monooxygenase (Photuris pensylvanica), Q27757 | Potency, µM (titrated, usually from 38.3 µM), for the others: at the top dose activity change, negative = inhibition, usual class: inhibitors | AID 1379, 2008 | actives 0.28% (n = 200,000); also: % is scaled to controls: 0 for no effect and ±100 for the full control effect; nearly all actives have a fitted effect of over 60% in size
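Recombinant Kinase-Glo luciferase, 10 uM ATP (linear range), luciferin; imidazole pH 7.2 / KCl / MgCl2 / Tween / BSA buffer; 8 min RT; luminescence.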
ALDH1A1 inh: qHTS Assay for Inhibitors of Aldehyde Dehydrogenase 1 (ALDH1A1) | actives 7.3% (n = 220,000) | Aldehyde dehydrogenase 1A1 (Homo sapiens), P00352 | Potency, µM (highest dose often 75.3 µM), without a hit: top-dose activity, negative = inhibition, most hits filed as inhibitors | Purified ALDH1A1, NADH fluorescence, propionaldehyde substrate; active = well fitted inhibition curve with a large enough effect, not every such curve was filed as active; inconclusive = small, poorly fitted or top-dose-only effect, or another doubt; inactive = no such curve, though single readings can be large or run the other way;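 also: plate controls were no enzyme wells and a reference inhibitor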
Lamin A splicing: qHTS Assay for Modulators of Lamin A Splicing | AID 1487, 2009 | Potency, µM (series often up to 46.1 µM), inactives show top-dose ratio change, negative = inhibition, actives largely listed as inhibitors | actives 0.01% (n = 200,000) | HeLa LMNA splicing GFP/RFP minigene ratio, 48 h; active = well fitted inhibition curve with a large enough effect in the signal ratio, with a control signal flat, not every such curve was filed as active; inconclusive = small, poorly fitted or top-dose-only effect, or effect the other way, or a change in a side signal; the % refers to the signal ratio; also: % is scaled to controls: 0 for no effect and ±100 for the full control effect
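S3 HeLa cells stably expressing lamin A-EGFP splicing minigene plus DsRed2, 600 cells/well, 48 h compound exposure at 37C. Laser-scanning cytometry; analysed as GFP (500-530 nm)/RFP (575-640 nm) total intensity ratio; 0.5% DMSO vehicle.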
SMN2 splice enh: qHTS Assay for Enhancers of SMN2 Splice Variant Expression | HEK293 SMN2-luciferase splicing reporter, luminescence, 30-36 h | Potency, µM (highest dose often 46.1 µM), inactives show top-dose activity change, positive = activation, usual class: activators | actives 2.8% (n = 210,000) | AID 1458, 2008; also: % of control where 0% means no effect; nearly all actives have a fitted effect of over 55% in size
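HEK293 cells carry an SMN2 minigene-luciferase reporter in which exon 7 inclusion puts luciferase in frame. Cells were seeded at 2000 cells/well, attached for 10-12 hours, then exposed to compounds for 30-36 hours at 37C before ONE-Glo luminescence.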
* hit, by the source's call; i = inactive; ? = inconclusive; · = no result given; [ ] = remark or other dose. Unless noted, calls follow the shape of the dose curve; as a rule, active = well fitted curve in the direction sought with a large enough effect; inconclusive = small, poorly fitted or top-dose-only effect, or another doubt; inactive = no such curve, though single readings can be large; an effect the other way counts as inactive or inconclusive. Potency is read from the fitted curve at half-maximal effect. The list is partial. The share of hits here may be higher or lower than overall.

SMILES	JMJD2E inh	RECQ1 inh	L3MBTL1 inh	Tau ThT inhib	KinaseGlo FLuc	ALDH1A1 inh	Lamin A splicing	SMN2 splice enh
CC(C)CNC(=O)C1CCCN(C(=O)NCc2ccccc2)C1 (configuration not stated)	10%	7%	13%	1%	1%	0%	·	·
CCN(CC)CCCNc1nc2cc(OC)c(OC)cc2c2nc(-c3cccnc3)nn12	5%	-13%	·	-6%	-1%	7%	-16%	?
O=C(COc1cccc(-n2cnnn2)c1)Nc1ccccc1	4%	i	-22%	2%	2%	-8%	-3%	-6%
COC(=O)c1ccc(CN2CCC(CO)(Cc3cccc(OC)c3)CC2)cc1	4%	i	2%	-9%	-2%	11%	?	2%
CC(=O)c1c(C)[nH]c(C(=O)O)c1C	-1%	-2%	-4%	-7%	-3%	-1%	-16%[46 µM]	·
S=C1CSc2ccccc2N1	-7%	-16%	·	-4%	-1%	?	-9%[46 µM]	9%
CCOC(=O)c1cn(CC(=O)Nc2ccc(C)cc2)nn1	1%	-4%	2%	-6%	-3%	7%	0%	0%
COc1cc(S(=O)(=O)N2CCN(c3ccccc3)CC2)ccc1F	5%	-3%	18%	-2%	1%	-5%	?	-19%
C[C@@H](C(=O)NCc1ccccc1)N1C(=O)C2CC=CCC2C1=O (some centres not stated)	3%	i	·	4%	-2%	-9%	3%	?
CCN1CCCC1CNC(=O)CN1C(=O)COc2ccc(C)cc21 (configuration not stated)	-4%	-1%	13%	-7%	4%	16%	-8%	-4%
CN(c1ccc([N+](=O)[O-])cc1C(N)=O)C1CCCCC1	-1%	i	3%	-8%	2%	?	?	-4%
O=C(CNC(=O)c1ccccc1)Nc1cccc(C(F)(F)F)c1	-2%	-11%	?	-6%	1%	3%	-15%	16%
Cc1sc2ccccc2[n+]1CC(=O)O	-17%	-1%	-6%	28µM*	·	·	·	·
CCCCC(=O)Nc1cccc(C(C)O)c1 (configuration not stated)	?	-3%	3%	2%	2%	14%	·	13%
CC1(C)CC2CC(C)(CN2S(=O)(=O)c2cccc(N)c2)C1 (configuration not stated)	1%	-1%	-3%	-8%	-1%	?	3%	-1%
Nc1nncn1C(=O)CCc1ccccc1	3%	-14%	1%	-9%	0%	14%	8%	3%
CCCCC(c1nnnn1C1CCCC1)N1CCN(C(=O)c2ccco2)CC1 (configuration not stated)	-2%	i	·	-9%	-2%	11µM*	3%	8%
Cc1ccc(-c2nnn(CC(=O)N(Cc3cccs3)C(C(=O)NC3CCCC3)c3ccco3)n2)o1 (configuration not stated)	2%	i	-1%	-6%	-1%	22µM*	18%	17%
Cc1ccc(S(=O)(=O)Oc2ccc(C3C4=C(CCCC4=O)OC4=C3C(=O)CCC4)cc2)cc1	6%	-10%	7%	-9%	0%	?	2%	-21%
CCc1ccc(CCC(=O)Nc2ccc(S(N)(=O)=O)cc2)o1	-10%	-12%	-13%	-11%	2%	?	11%	-3%
COc1ccc(/C=C/C(=O)NCc2cnn(C)c2C)cc1COc1ccc(Br)cc1	2%	-20%	-6%	?	-3%	-2%	16%	-23%
CCOC(=O)c1cnc(SCc2cccc3ccccc23)nc1N	-5%	-7%	·	?	-1%	?	?	6%
CC1CN(c2nc(Nc3ccccc3)nc(N)c2[N+](=O)[O-])CC(C)O1 (configuration not stated)	2%	-4%	30%[activator]	?	·	·	·	·
CC(C)C(C(=O)NCC1CCCO1)N(Cc1cccs1)C(=O)CNS(=O)(=O)c1ccccc1 (configuration not stated)	7%	21%	7%	3%	1%	9%	7%[46 µM]	7%
Cc1ccnc(NS(=O)(=O)c2ccc(NC(=O)c3ccc(S(=O)(=O)N4CCOCC4)cc3)cc2)n1	-1%	-13%	9%	-1%	-4%	-5%	?	-1%
O=C(Nn1c(=S)[nH]c2ccccc2c1=O)c1ccncc1	-2%	-3%	3%	-4%	-3%	4%	10%	-7%
Cc1cccc(NC(=O)NCC(c2cccnc2)N2CCOCC2)c1 (configuration not stated)	9%	i	3%	1%	-2%	8%	2%	0%
CCC(C)NC(=O)c1n[nH]c(=O)c2ccccc12 (configuration not stated)	1%	-6%	?	-7%	-1%	0%	9%	-9%
O=C(Nc1ccncc1)Nc1ccc(F)cc1F	1%	-4%	-3%	1%	-25%	-11%	5%	-27%
Clc1ccc(CN2CCN(/N=C/c3cccnc3)CC2)cc1	-1%	-2%	·	-6%	1%	5%	-1%[46 µM]	-43%[inhibitor]
COC(=O)c1c(C(=O)OC)c(-c2ccc(C)cc2)n2c1CS(=O)C2 (configuration not stated)	5%	-4%	·	-12%	0%	3%	7%	-11%
Cc1ccc(-c2nn3nnnc3c3ccccc23)cc1C	3%	-19%	6%	8%	0%	7.1µM*	4%[0.0737 µM]	-19%
O=C(c1cc(=O)[nH]c2ccccc12)N1CCN(c2ccccc2)CC1	-29%	8%	-18%	-6%	·	?	·	·
CC1CCCCC1NC(=O)COc1ccc(-n2cnnn2)cc1 (configuration not stated)	4%	4%	-9%[11.4 µM]	0%	1%	?	-3%	-2%
CCCCCC(=O)Cc1cc(O)cc(O)c1C(=O)Oc1cc(CC(=O)CCCCC)c(C(=O)O)c(OC)c1	-8%	-5%	·	-8%	-3%	1%	?	3%
CCC(=O)c1ccc(N2CCN(C(=O)c3cccc(F)c3)CC2)c(F)c1	2%	-10%	·	?	2%	-1%	·	-23%
Cc1nc(N2CCN(C)CC2)[nH]c(=O)c1Cc1cccc2ccccc12	7%	-2%	4%	5%	4%	?	-3%	3%
CCN(CC)C(=O)CSc1nsc(SCC(=O)N(CC)CC)c1C#N	-1%	-7%	0%	-5%	-1%	?	2%	-25%
O=c1c2[nH]c3cccc(Cl)c3c2ncn1Cc1ccncc1	?	-3%	-2%	-1%	·	-2%	12%	·
O=C(NCc1cccs1)C1CC(=O)N(C2CCCC2)C1 (configuration not stated)	1%	-7%	9%	-2%	0%	-4%	18%	0%

12 of these compounds, set out differently.
SMILES | JMJD2E inh | RECQ1 inh | L3MBTL1 inh | Tau ThT inhib | KinaseGlo FLuc | ALDH1A1 inh | Lamin A splicing | SMN2 splice enh
CC(C)CNC(=O)C1CCCN(C(=O)NCc2ccccc2)C1 (configuration not stated) | 10% | 7% | 13% | 1% | 1% | 0% | · | ·
CCN(CC)CCCNc1nc2cc(OC)c(OC)cc2c2nc(-c3cccnc3)nn12 | 5% | -13% | · | -6% | -1% | 7% | -16% | ?
O=C(COc1cccc(-n2cnnn2)c1)Nc1ccccc1 | 4% | i | -22% | 2% | 2% | -8% | -3% | -6%
COC(=O)c1ccc(CN2CCC(CO)(Cc3cccc(OC)c3)CC2)cc1 | 4% | i | 2% | -9% | -2% | 11% | ? | 2%
CC(=O)c1c(C)[nH]c(C(=O)O)c1C | -1% | -2% | -4% | -7% | -3% | -1% | -16%[46 µM] | ·
S=C1CSc2ccccc2N1 | -7% | -16% | · | -4% | -1% | ? | -9%[46 µM] | 9%
CCOC(=O)c1cn(CC(=O)Nc2ccc(C)cc2)nn1 | 1% | -4% | 2% | -6% | -3% | 7% | 0% | 0%
COc1cc(S(=O)(=O)N2CCN(c3ccccc3)CC2)ccc1F | 5% | -3% | 18% | -2% | 1% | -5% | ? | -19%
C[C@@H](C(=O)NCc1ccccc1)N1C(=O)C2CC=CCC2C1=O (some centres not stated) | 3% | i | · | 4% | -2% | -9% | 3% | ?
CCN1CCCC1CNC(=O)CN1C(=O)COc2ccc(C)cc21 (configuration not stated) | -4% | -1% | 13% | -7% | 4% | 16% | -8% | -4%
CN(c1ccc([N+](=O)[O-])cc1C(N)=O)C1CCCCC1 | -1% | i | 3% | -8% | 2% | ? | ? | -4%
O=C(CNC(=O)c1ccccc1)Nc1cccc(C(F)(F)F)c1 | -2% | -11% | ? | -6% | 1% | 3% | -15% | 16%

(continued)
SMILES	JMJD2E inh	RECQ1 inh	L3MBTL1 inh	Tau ThT inhib	KinaseGlo FLuc	ALDH1A1 inh	Lamin A splicing	SMN2 splice enh
CCOCCCn1c(=S)[nH]c2cc(C(=O)N3CCOCC3)ccc2c1=O	4%	0%	3%	14%	-3%	2%	-5%	-9%
COCC(C)n1c(C)cc(C(=O)COC(=O)CN=C2NS(=O)(=O)c3ccccc32)c1C (configuration not stated)	2%	-4%	-2%	5%	-4%	0%	10%	20%
O=C(Cc1cc(=O)[nH]c(=O)[nH]1)NCc1ccccc1	7%	-7%	0%	-5%	-1%	2%	2%	-3%
Cc1ccc(OCC(=O)NCC(=O)Nc2ccc(F)c(F)c2F)c([N+](=O)[O-])n1	2%	-13%	10%	-5%	-1%	9%	-5%	15%
Cc1ccc(CSc2nnc3nc(C)cc(C)n23)cc1	-10%	i	·	1%	-4%	?	3%	7%
O=C(/C=C/c1ccco1)c1ccc(O)cc1	?	i	·	?	-10%	15µM*	·	6%
CCn1c(SCc2ccc(OC)cc2)nnc1-c1ccncc1	7%	i	-2%	-2%	-1%	8%	-6%	0%
O=C(Nc1nc(-c2cccs2)c(C(=O)C(F)(F)F)s1)c1ccco1	-4%	i	-1%	-13%	3%	3%	?	-5%
Cc1sc2ncn(CC(=O)NCc3ccccn3)c(=O)c2c1S(=O)(=O)N1CCOCC1	-1%	-5%	-20%	3%	2%	5%	5%	-1%
